Source: PubChem BioAssay
OXTR ag: human OXTR agonists, primary screen, fluorescence, CHO-OTR cells, Fluo-8 calcium. Fluo-8 calcium fluorescence; normalized: DMSO 0%, oxytocin 100%. activation, % at 3 µM. 320,000 tested, 0.32% active;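 active = activation above the mean of all tested compounds plus 3 SD, cutoff set per screening run, cut at about 20% in these data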;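 note: peak over basal fluorescence ratio from a 100 s FLIPR kinetic read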
Target sequence (P30559 whole entry, looked up): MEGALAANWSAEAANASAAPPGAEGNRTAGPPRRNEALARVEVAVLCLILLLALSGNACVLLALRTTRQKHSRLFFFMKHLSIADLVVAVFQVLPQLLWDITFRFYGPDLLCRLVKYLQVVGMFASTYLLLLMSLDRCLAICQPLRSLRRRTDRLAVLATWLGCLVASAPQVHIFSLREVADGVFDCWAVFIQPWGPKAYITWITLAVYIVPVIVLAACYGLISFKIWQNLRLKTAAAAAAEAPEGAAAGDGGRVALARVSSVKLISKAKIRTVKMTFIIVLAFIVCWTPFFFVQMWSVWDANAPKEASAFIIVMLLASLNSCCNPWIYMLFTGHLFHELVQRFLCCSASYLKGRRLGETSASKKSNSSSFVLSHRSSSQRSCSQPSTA
CHO-K1 Ca ag: counter-screen for M1 agonists: effect in parental CHO-K1 cells | Fluo-8 calcium fluorescence; scaled to maximal ATP response, vehicle zero | activation, % at 3 µM | 360,000 tested, 0.48% active | AID 602248, 2012; in the data active = activation above about 15%;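 note: untransfected CHO-K1 host cells lacking M1 receptor as counterscreen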
TAAR1 antagonist: human TAAR1 antagonists, primary screen, Fluo-8 calcium fluorescence, CHO RD-HGA16 cells. Trace amine-associated receptor 1 (Homo sapiens), Q96RJ0. antagonist. inhibition, % at 3 µM. 360,000 tested, 1.5% active;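 active = inhibition above a per-plate cutoff, the mean inhibition of test compounds on that plate plus 3 SD, cut at about 49% in these data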;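 note: 0% = DMSO plus EC80 beta-PEA response and 100% = DMSO alone without agonist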
Target sequence (Q96RJ0 whole entry, looked up): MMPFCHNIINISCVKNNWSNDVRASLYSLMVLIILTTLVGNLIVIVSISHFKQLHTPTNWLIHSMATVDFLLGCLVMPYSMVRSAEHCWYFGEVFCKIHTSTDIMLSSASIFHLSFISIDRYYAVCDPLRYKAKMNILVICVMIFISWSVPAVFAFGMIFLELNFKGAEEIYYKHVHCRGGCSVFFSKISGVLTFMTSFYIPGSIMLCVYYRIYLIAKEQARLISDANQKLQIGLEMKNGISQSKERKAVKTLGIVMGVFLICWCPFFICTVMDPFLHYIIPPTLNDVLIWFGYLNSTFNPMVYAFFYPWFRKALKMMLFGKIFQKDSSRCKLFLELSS
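Test system – hTAAR1-expressing CHO RD-HGA16 cells, Gα16-coupled · Reagent – β-PEA at EC80 concentration, post-compound challenge · Compound dosing – 3 µM, single point · Timing – 140 s kinetic read after compound, 140 s after agonist · Detection – Fluo-8 intracellular calcium dye fluorescence, real-time kinetic reads · Control set – DMSO and EC80 PEA controls · Repeats – n of 1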
CHO parental Ca: ATP-evoked calcium signal inhibitors, parental CHO, primary screen, counter-screen for OX1R antagonist project, cell-based, fluorescence, Fluo-8 calcium dye; parental CHO-K1, ATP-induced calcium, Fluo-8 fluorescence; inhibition, % at 5.6 µM; 330,000 tested, 0.63% active;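 active = inhibition above that plate's mean sample inhibition plus 3 SD, cut at about 26% in these data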;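 note: 0% = ATP-challenged DMSO wells and 100% = DMSO wells without ATP; some compounds past the cut are filed as inactive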
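Test system: untransfected parental CHO cell line. Compound: one dose, 5.6 µM nominal. Detection: intracellular calcium via Fluo-8 no-wash fluorescent dye. Measure: % inhibition. Benchmarks: ATP-challenged DMSO wells low, unchallenged DMSO wells high.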
CHO-K1 Ca antag: counter-screen for M1 antagonists: effect in parental CHO-K1 cells | ATP-induced calcium, Fluo-8 fluorescence | inhibition, % at 3 µM | 360,000 tested, 0.6% active | AID 602250;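 active = inhibition above a per-plate cutoff, the plate's mean sample inhibition plus 3 SD, cut at about 24% in these data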;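 note: 0% = DMSO plus EC80 ATP and 100% = DMSO alone without ATP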
M1 PAM parental: nonselective calcium activators in parental CHO-K1 cells, primary screen, counter-screen for M1 PAM project, cell-based, Fluo-8 calcium fluorescence, full deck, 1536-well; AID 602247, 2012; activation, % at 3 µM; 360,000 tested, 0.02% active; ATP EC20; 0% at ATP EC20, 100% at ATP max;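 active = activation above the run cutoff, the mean activation of all test compounds plus 3 SD, cut at about 40% in these data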;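 note: peak over basal fluorescence ratio in a 140 s read after ATP addition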
GPR7 antag: GPR7 receptor antagonists, primary screen, cell-based, fluorescence, single concentration | AID 1861, 2009 | Neuropeptides B/W receptor type 1 (Homo sapiens), P48145 | inhibition, % at 4.4 µM | GPR7-expressing cells, fluorescence antagonist assay | 290,000 tested, 1.1% active; in the data active = inhibition above about 16%, passing the limit was not always enough;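 note: cells stimulated with the agonist NPW; 0% = agonist with vehicle and 100% = vehicle without agonist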
Target sequence (P48145 whole entry, looked up): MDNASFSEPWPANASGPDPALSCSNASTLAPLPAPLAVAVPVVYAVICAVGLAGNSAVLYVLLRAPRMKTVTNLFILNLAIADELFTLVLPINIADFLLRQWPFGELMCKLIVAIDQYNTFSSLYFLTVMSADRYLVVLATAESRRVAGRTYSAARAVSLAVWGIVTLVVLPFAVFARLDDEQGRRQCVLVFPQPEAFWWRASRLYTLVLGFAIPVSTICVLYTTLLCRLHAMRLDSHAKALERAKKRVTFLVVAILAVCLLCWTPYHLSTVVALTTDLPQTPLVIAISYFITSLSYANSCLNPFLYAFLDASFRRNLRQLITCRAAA
V1aR counter: agonists of human V1a receptor, primary screen, counter-screen for OXTR agonist project, fluorescence, CHO-V1R cells | Fluo-8 calcium fluorescence, agonist mode; 0% DMSO, 100% 3 nM vasopressin | activation, % at 3 µM | 320,000 tested, 0.25% active;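 active = activation above the mean activation of all tested compounds plus 3 SD, per screening run, cut at about 20% in these data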;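 note: signal is peak over basal fluorescence ratio across a 100 second FLIPR read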
OXTR potentiator: human OXTR potentiators, primary screen, fluorescence, CHO-OTR cells, Fluo-8 calcium; Fluo-8 calcium fluorescence, potentiator mode; 0% = oxytocin EC15, 100% = EC100; AID 2445, 2010; Oxytocin receptor (Homo sapiens), P30559; 320,000 tested, 0.061% active; activation, % at 3 µM;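 active = activation above that plate's cutoff, the mean activation of tested compounds plus 3 SD, cut at about 6.6% in these data, passing the limit was not always enough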;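 note: 100% uses oxytocin at 75 nM as the full agonist control; some results filed as inactive read as strong as hits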
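Material: CHO-OTR cells, human receptor; compound dosing: single dose, 3.0 µM nominal final compound concentration; schedule: 6 min compound pre-incubation at room temperature, 100 s kinetic read; measured by: kinetic Fluo-8 calcium fluorescence; read-out basis: % activation vs EC15 and EC100 oxytocin; controls: EC15 oxytocin alone as 0%, 75 nM oxytocin as 100%; replicates: singlicate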
An asterisk follows results filed as active; . = no result given.

Sequence of screens: CHO-K1 Ca ag	OXTR potentiator	GPR7 antag	CHO-K1 Ca antag	TAAR1 antagonist	V1aR counter	CHO parental Ca	OXTR ag	M1 PAM parental
CSc1ccc(S(=O)(=O)NCC(=O)OCC(=O)N2CCCC2=O)cc1[N+](=O)[O-]
 : 1.2	-7	.	7	7	0.2	0	1.0	-13
COc1ccc(Nc2c(-c3cccc(OC)c3)nc3nc(C)cc(C)n23)cc1
 : 0.6	.	.	-3	-15	.	.	.	19
Cc1c(O)ccoc1=O
 : 0.0	-1	21*	-3	2	1.4	-9	1.2	4
CCC(Sc1nc(C)cc(=O)[nH]1)C(=O)Nc1ccc(Cl)cn1 (stereo unspecified)
 : 1.9	0	-3	5	-37	0.2	-8	-1.1	21
CN(C)c1nc(SCCOC(=O)COc2ccc(Cl)cc2Cl)nc(N(C)C)n1
 : 0.9	-3	-17	-20	-17	2.4	-12	0.4	28
Cc1ccc(COc2ccccc2-c2cc(C(=O)N/N=C/c3cccnc3)[nH]n2)cc1
 : 2.4	-15	12	2	47	-1.0	-10	-2.8	12
CC(C)(C)n1nnnc1C(c1cccs1)N(Cc1cccnc1)Cc1ccccc1Cl (stereo unspecified)
 : -0.1	-13	6	-12	-11	-0.5	-24	-0.5	-15
CC(C)(C)c1ccc(S(=O)(=O)NC(=O)C2(C)CCN2C(=O)C2CCCCC2)cc1 (stereo unspecified)
 : -0.2	.	.	6	-4	.	.	.	-5
Nc1nc2n(n1)C(=O)CC(c1ccc(Cl)cc1)N2 (stereo unspecified)
 : -0.6	-5	-5	-10	-6	0.6	11	-0.1	-23
O=C(NC1CCCc2ccccc21)c1ccc(Br)cc1 (stereo unspecified)
 : -1.1	5	-3	-4	-21	-1.7	-15	-2.6	3
Cc1[nH]n(C2=NCCS2)c(=O)c1N=Nc1cccc(C(F)(F)F)c1
 : 0.8	-3	-17	-1	2	-0.5	3	1.1	16
CCOC(=O)C1CCN(Cc2ccc(F)c(F)c2)CC1
 : 0.1	-3	2	-15	-15	0.5	-8	-1.3	8
C/C(=N\NC(=O)c1ccc(CN2CCOCC2)cc1)c1ccc(NC(=O)c2ccccc2)cc1
 : 0.5	-3	8	0	20	0.9	-16	0.3	4
CCOc1ccc(S(=O)(=O)NCCC(=O)NCC2CCCO2)cc1 (stereo unspecified)
 : 0.1	3	.	-7	-5	-0.3	-12	0.2	3
Cc1cc(NCCOCCO)n2c(nc3ccccc32)c1C#N
 : 0.3	-1	-10	-14	-5	0.0	-9	-1.1	-5
CCOC(=O)N1CCC(NC(=O)c2cn(-c3ccc(OC)cc3)c(=O)c3ccccc23)CC1
 : 1.6	2	2	3	18	0.5	-15	-1.1	6
CCCCCC(/C=N/Nc1ccc(S(=O)(=O)N2CCOCC2)cc1[N+](=O)[O-])=C\c1ccccc1
 : 0.0	-8	-1	-2	-6	-0.6	-4	0.4	3
Cc1cccc(NC(=O)C(C)Sc2nnc(-c3cccnc3)o2)c1 (stereo unspecified)
 : 0.9	-2	.	-7	1	0.2	-1	-0.2	13
N#CCC(=O)N/N=C/c1cc([N+](=O)[O-])ccc1N1CCOCC1
 : 0.0	-5	-3	26*	2	-1.1	-8	-1.2	-15
CCCC(=O)Nc1ccc(S(=O)(=O)Nc2cc(OC)nc(OC)n2)cc1
 : 0.1	.	-18	-10	-21	.	.	.	-7
CCc1nnc(NC(=O)C2CC(=O)N(CCc3ccccc3)C2)s1 (stereo unspecified)
 : 0.2	-12	-5	-19	-19	0.1	-22	-0.2	9
CC(C)NC(=O)c1c(CSc2ccc(Cl)cc2)noc1C(=O)NCc1ccccc1
 : 1.4	3	.	-15	-21	1.6	-7	-1.0	30
CCCCn1nnc(NC(=O)c2ccco2)n1
 : 0.3	-5	-2	-11	-9	1.1	-10	0.7	18
COc1ccc(C2=NNC(c3cccnc3)=Nc3ccc(OC)cc32)cc1
 : 0.4	-1	-1	-17	8	0.4	-19	0.6	18
CC(C)N(Cc1ccccc1)S(=O)(=O)c1ccc(-n2cccn2)cc1
 : 0.8	.	.	-12	17	.	.	.	23
c1ccc(C2=NC(c3ccccc3)CC2)cc1 (stereo unspecified)
 : -0.2	.	.	-8	-8	.	.	.	15
CS(=O)(=O)c1ccccc1C(=O)Nc1cccc(-c2nc3ccccc3o2)c1
 : 4.6	-2	0	-2	18	3.5	-15	5.1	4
CSCC[C@H](NC(=O)N1CCn2c1nc1ccccc12)C(=O)NCc1ccc(C)cc1
 : 0.5	-3	-5	-19	4	-1.4	-28	-0.3	7
CNC1=C([N+](=O)[O-])CC([N+](=O)[O-])=C(N2CCNCC2)N1C
 : 0.9	-8	-4	-6	2	0.1	6	-0.4	13
Cc1cc(=O)[nH]c(NNC(=O)c2ccc(Cl)cc2)n1
 : 0.4	.	.	-1	-12	.	.	.	-1
Cc1ccc(S(=O)(=O)N2CCCCC2)cc1NC(=O)CSc1nnnn1C
 : 1.8	3	-13	-10	12	0.6	2	1.5	25
Cc1cccc(-c2nc3ccccc3c(=O)[nH]2)c1
 : 0.8	-6	-7	-12	0	0.4	-21	-0.3	-9
O=C(Nc1ccc(S(=O)(=O)Nc2nccs2)cc1)c1ccc(S(=O)(=O)N2CCOCC2)cc1
 : 11	0	-3	6	0	-0.8	-2	-1.6	22
C=CCn1c(SCC(=O)NCc2ccco2)nc2sc3c(c2c1=O)CCC3
 : 1.2	-10	-1	-7	-4	-0.9	-31	-2.5	11
COC(=O)CN1CCN(C(c2ccccc2)c2ccccc2)CC1
 : 0.1	-5	9	1	1	-0.8	-11	-1.5	5
Cc1cccc(-c2noc(CCC(=O)NCCc3ccccc3)n2)c1
 : 3.0	-15	-3	-10	12	3.6	-17	3.8	-19
CCN(CC(=O)NCc1cccs1)C(=O)c1cccc(S(=O)(=O)Nc2ccccc2OC)c1
 : 1.0	-5	-13	-2	-28	0.2	-16	-0.5	-8
COc1ccccc1-c1noc(CCCC(=O)NC2CCCCC2)n1
 : 0.8	-1	-10	-21	-22	0.6	-31	0.0	11
O=C(CSc1ccc2c(c1)OCCO2)Nc1ccc(Br)cc1
 : 6.7	-17	-3	-15	25	3.6	5	4.0	12
CCCCn1c(=O)[nH]c(=O)c2c1nc(-c1ccsc1)n2Cc1ccccc1
 : -0.2	-17	-5	-5	25	-1.0	-21	-2.6	12

Filtered by structure: those above containing a cyano group.
Sequence of screens: CHO-K1 Ca ag	OXTR potentiator	GPR7 antag	CHO-K1 Ca antag	TAAR1 antagonist	V1aR counter	CHO parental Ca	OXTR ag	M1 PAM parental
Cc1cc(NCCOCCO)n2c(nc3ccccc32)c1C#N
 : 0.3	-1	-10	-14	-5	0.0	-9	-1.1	-5
N#CCC(=O)N/N=C/c1cc([N+](=O)[O-])ccc1N1CCOCC1
 : 0.0	-5	-3	26*	2	-1.1	-8	-1.2	-15

Carrying on:
Sequence of screens: CHO-K1 Ca ag	OXTR potentiator	GPR7 antag	CHO-K1 Ca antag	TAAR1 antagonist	V1aR counter	CHO parental Ca	OXTR ag	M1 PAM parental
O=C(CCC(=O)N(c1ccccc1)C(C(=O)NC1CCCC1)c1ccncc1)Nc1cccnc1 (stereo unspecified)
 : 0.5	-4	-6	-6	-3	0.3	0	1.3	20
Cc1nnc(NC(=O)CSc2nnc(-c3ccccc3)n2C)s1
 : -0.7	-7	0	2	-13	0.6	-5	0.1	-5
CN1CCN(C(=O)CN(C)S(=O)(=O)c2ccc(F)cc2)CC1
 : 0.7	-4	-9	-2	-10	0.5	-8	1.1	-17
Cc1nc(C)c(C(=O)NNC(=O)Nc2ccc(Cl)cc2)s1
 : 1.0	-1	-2	-10	-16	0.2	-23	0.4	13
O=C(NCCCn1ccnc1)C1CC(c2ccccc2Cl)=NO1 (stereo unspecified)
 : 0.7	-13	-12	-17	0	0.3	-8	0.2	-7
Cc1cc(S(=O)(=O)Nc2ccc(C(=O)NC3CC3)cc2)ccc1F
 : 0.4	.	.	3	5	.	.	.	12
Oc1ccccc1CNCc1ccccc1
 : 0.6	-22	-15	-15	-8	-0.5	-7	2.2	12
COC(=O)[C@H]1[C@H](c2ccccc2)[C@H](C(=O)OC)O[C@H]1c1ccccc1
 : 2.0	-4	.	-7	-32	-0.2	-17	-2.4	11
COCC(C)NC(=O)Cc1ccc(Cl)cc1 (stereo unspecified)
 : -0.3	3	-19	15	0	0.5	-5	0.6	-13
Cc1ccc(N(CC(=O)N/N=C/c2cccnc2)S(=O)(=O)c2ccccc2)cc1
 : 0.5	-12	3	5	-16	-0.6	-23	-0.9	2
CCN(CC)C(=O)Cn1cc(S(=O)(=O)CC(=O)Nc2ccc3c(c2)OCCO3)c2ccccc21
 : 0.4	2	-19	-9	-13	0.3	-8	-1.1	23
COc1ccccc1NC(=O)C(=O)NCC(c1ccco1)N1CCc2ccccc21 (stereo unspecified)
 : 0.5	-15	.	-11	-18	-1.3	0	-1.0	25
O=C(NNc1ccccn1)C(=O)NNS(=O)(=O)c1ccc(F)cc1
 : -0.1	-8	-6	9	-5	0.2	-1	-0.7	-2
COc1ccc(C2CC(c3ccccc3)=NN2S(=O)(=O)c2ccc(C)cc2)c(OC)c1 (stereo unspecified)
 : 4.8	-9	-12	-8	-24	1.1	-8	-0.7	32
C=CCn1c(SCC(=O)c2cccs2)nc2sc(C)cc2c1=O
 : 4.7	-19	-8	1	48	3.8	0	5.0	4
O=C(CSc1nnc2ncccn12)Nc1cccc2ccccc12
 : 2.7	-10	-1	12	-10	2.4	-7	2.3	1
CC(C)(C)NC(=O)CN(Cc1cccs1)C(=O)CCC(=O)Nc1nccs1
 : 0.5	-9	-2	9	-3	0.5	-6	1.5	-5
CC(NC(=O)CSc1ncnc2nc[nH]c12)c1ccccc1 (stereo unspecified)
 : 0.4	0	1	-3	12	1.1	2	0.3	10
Cc1cccc(C(=O)NCC(=O)NCC(c2cccs2)N2CCOCC2)c1 (stereo unspecified)
 : 0.2	-1	.	-10	-13	-1.1	-18	-0.7	15
O=C(ONC(=O)C1C2C=CC(C2)C1C(=O)NOC(=O)c1ccccc1)c1ccccc1 (stereo unspecified)
 : 1.2	.	.	-4	14	.	.	.	17
CCCNC(=O)C1(CC2CC(c3ccccc3)=NO2)CCNCC1 (stereo unspecified)
 : 0.5	-11	.	-13	3	0.1	0	0.4	10
C[C@@]12CCC3[C@@](CCC4[C@@]3(C)CCC[C@@]4(C)C(=O)O)(CC1=O)C2 (stereo partly specified)
 : -0.3	-4	.	1	8	-0.1	-5	0.6	8
